GluA2 TARP mod – modulators of GluA2-stargazin AMPA receptor complexes, primary screen, cell-based, membrane potential dye. HEK293 GluA2+stargazin, membrane potential dye (FDSS), glutamate EC50; hits were called plate by plate, in both directions. calls only at 30 µM. 40,000 compounds, 3.5% hits;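 active means any of four per-well response measures lying three or more SD from its plate-wide compound average, in either direction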
GluA2 TARP mod agonism max-min – also measured in GluA2 TARP mod; calls as there; compound max-min signal; compound-alone response (agonism);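 unitless range of fluorescence divided by baseline over first 100 seconds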
GluA2 TARP mod glutamate slope – further read-out of GluA2 TARP mod, marked with its call; glutamate slope, % of max; measured here: glutamate response slope, % max;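 scaled per plate between vehicle wells and maximal 1 mM glutamate control wells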
* = called active by the depositor; i = inactive; + = active, no number; & = joins results of further samples.

SMILES	GluA2 TARP mod	GluA2 TARP mod agonism max-min	GluA2 TARP mod glutamate slope
COc1cc(C(C)=O)ccc1OCC(O)CN1CCN(c2ccc(F)cc2)CC1 (centres undefined)	i	0.13	68
CCOc1ccccc1NC(=O)c1cnn2c(C(F)F)cc(-c3ccc(C)cc3)nc12	i	0.051	33
O=C(Nc1ncc([N+](=O)[O-])s1)c1ccc(=O)n(Cc2ccc(F)cc2)c1	i	0.12	53
Cc1cccc(S(=O)(=O)Nc2ccc3c(c2)N(C(=O)c2ccccc2)CCC3)c1	i	0.073	46
O=C(NCCCn1ncccc1=O)C1CN(C(=O)c2cnccn2)C1	i	0.066	61
CCN(CC)S(=O)(=O)c1ccc(C(=O)NCCc2ccsc2)cc1	i	0.03	28
Cc1ccccc1-c1ccc(N2CCN(C(=O)c3cccs3)CC2)nn1	i	0.022	38
COc1ccc(OCC(=O)Nc2ccc(CC(=O)N3CCOCC3)cc2)cc1	+	0.038*	39*
CCOC(=O)Cn1c(=O)c2c(nc3n(-c4ccc(C)cc4)c(-c4ccccc4)cn23)n(C)c1=O	i	0.055	65
CCOc1ccc(C(=O)Nc2sc3c(c2-c2nc4ccccc4s2)CCN(C(C)=O)C3)cc1	i	0.076	40
COc1cc(NC(=O)c2sccc2N(C)S(=O)(=O)c2ccccc2)cc(OC)c1OC	i	0.069&0.04	45&107
COc1ccccc1N1CC(C)Cn2c1nc1c2c(=O)n(CC(=O)OCc2ccccc2)c(=O)n1C (centres undefined)	i	0.063	67
COc1ccc(S(=O)(=O)CC(=O)N2CCNC(=O)C2(C)C)cc1	i	0.049	53
COc1ccc(CCNC(=O)C(=O)Nc2ccc3c(c2)N(S(C)(=O)=O)CCC3)cc1OC	i	0.053	58
CCS(=O)(=O)c1ccc(CC(=O)Nc2nc(-c3cccc4ccccc34)cs2)cc1	i	0.088	40
COc1cc(NC(=O)N2CCN(c3ccc4nncn4n3)CC2)cc(OC)c1	i	0.047	33
Cc1cccc(NC(=O)Cn2c(C)cc(C)c(S(=O)(=O)c3ccccc3)c2=O)c1	i	0.079	53
CC(=O)Nc1ccc(C(=O)/C=C/N(C)C)c(O)c1	i	0.12	51
CCOC(=O)c1c(NCc2ccc3c(c2)OCO3)c2cccc(C)c2[nH]c1=O	i	0.071	72
COc1ccccc1OCC(=O)NCC1(O)CCCC1	i	0.07	58
O=C(NCC1CCN(S(=O)(=O)C2CC2)CC1)C1COc2ccccc2O1 (centres undefined)	i	0.067	40
COc1cccc(N2CC(NC(=O)c3ccccc3C(F)(F)F)CC2=O)c1 (centres undefined)	i	0.042	55
Cc1ccc(S(=O)(=O)N2CCC(C(=O)Nc3nc(-c4ccc5c(c4)OCCO5)cs3)CC2)cc1	i	0.12	51
COc1cc(C)c(Br)cc1S(=O)(=O)Nc1ccccc1C(=O)O	i	0.11	48
CCN(CC)C(=O)C(=O)Nc1c(F)cccc1F	i	0.043	56

2 records picked at random from those above, as already listed:
SMILES	GluA2 TARP mod	GluA2 TARP mod agonism max-min	GluA2 TARP mod glutamate slope
COc1cc(C)c(Br)cc1S(=O)(=O)Nc1ccccc1C(=O)O	i	0.11	48
O=C(NCC1CCN(S(=O)(=O)C2CC2)CC1)C1COc2ccccc2O1 (centres undefined)	i	0.067	40

The listing continues.
SMILES	GluA2 TARP mod	GluA2 TARP mod agonism max-min	GluA2 TARP mod glutamate slope
CS(=O)(=O)N1CCN(Cc2nnnn2-c2ccc(Cl)cc2)CC1	i	0.093	59
O=C(NCC(O)(c1cccs1)C1CC1)C(=O)Nc1ccc(OC(F)(F)F)cc1 (centres undefined)	i	0.097	54
COc1ccc(S(=O)(=O)Nc2ccncc2)cc1N(C)S(=O)(=O)c1ccccc1	i	0.06	49
COc1ccc(NC(=O)C(C)Sc2nnnn2-c2ccc(Cl)cc2)cc1 (centres undefined)	i	0.1	51
CCOC(=O)C1C(c2ccc(O)cc2)NC(=S)NC1(O)C(F)(F)F (centres undefined)	i	0.066	83
Cc1ccsc1C(O)CNC(=O)CSc1ccc(F)cc1 (centres undefined)	i	0.12	49
CC(C)NC(=O)C(=O)Nc1cccc(N2CCCCC2=O)c1	i	0.059	49
COc1cc(OC)cc(C(=O)NCC2CCN(S(C)(=O)=O)CC2)c1	i	0.051	39
CCCCn1c(=O)c2c(nc(-n3nc(C)c(C)c3C)n2CCOCC)n(C)c1=O	i	0.06	69
Cc1ccc(OC(=O)N2CCOCC2)c(C(=O)/C=C/c2ccccc2Cl)c1	i	0.037	35
COc1ccc(-c2c(NC(=O)c3cccs3)n(-c3ccc(C)c(C)c3)nc(C)c2=O)cc1	i	0.097	86
O=C(NCC1CCN(C(=O)Oc2ccccc2)CC1)Nc1ccc(C(F)(F)F)cc1	i	0.075	37
O=c1c2nnn(-c3ccccc3)c2ncn1Cc1nc(-c2ccc3c(c2)OCO3)no1	i	0.097	67
Cc1ccc2oc(-c3ccccc3C(=O)O)cc(=O)c2c1	i	0.037	48
COc1ccccc1N1CCN(C(=O)CCCCn2c(=O)[nH]c3ccccc3c2=O)CC1	i	0.092	57
O=C(CSc1nncc(-c2ccccc2)n1)c1ccc(Cl)cc1	i	0.1	71
Cc1nnsc1C(=O)N1CCC(CNC(=O)NC(c2ccccc2)c2ccccc2)CC1	i	0.049	39
N#CC1=Cc2ccc(-c3ccccc3)n2C1=N	i	0.12	51
CN(C)C(=O)Cc1ccc(NC(=O)CSc2ccc(F)cc2)cc1	i	0.097	58
Cc1ccc(C)c(Sc2cc(N3CCC(C(=O)N4CCCC4)CC3)ncn2)c1	i	0.068	65
CC(C)(C)n1nc2c(c1-n1cccc1)CN(C(=O)c1cnn(-c3ccccc3)n1)C2	i	0.055	66
Cc1c(C(=O)NCc2ccccc2Cl)nnn1-c1ccc(F)cc1	i	0.099	60
CCCNC(=O)c1c(N)n(-c2ccc(OC)cc2)c2nc3ccccc3nc12	i	0.12	65
CCCCN(C)S(=O)(=O)c1ccc(C(=O)Nc2ccc3ncsc3c2)cc1	i	0.063	54
O=C(c1c(F)cccc1F)N1CCN(c2ccc(Nc3ccncc3)nn2)CC1	i	0.3	39

Laid out differently: results already given.
| GluA2 TARP mod | GluA2 TARP mod agonism max-min | GluA2 TARP mod glutamate slope | SMILES |
| --- | --- | --- | --- |
| i | 0.1 | 71 | O=C(CSc1nncc(-c2ccccc2)n1)c1ccc(Cl)cc1 |
| i | 0.049 | 39 | Cc1nnsc1C(=O)N1CCC(CNC(=O)NC(c2ccccc2)c2ccccc2)CC1 |

The results go on.
SMILES	GluA2 TARP mod	GluA2 TARP mod agonism max-min	GluA2 TARP mod glutamate slope
COc1ccc(CCNC(=O)C(=O)NCCC2CCCCN2S(=O)(=O)c2ccccc2)cc1 (centres undefined)	i	0.098	72
COc1cc(C)c(C)cc1S(=O)(=O)NCCC(O)C(C)(C)C (centres undefined)	i	0.15	41
COc1cc(/C=C2\SC(=S)N(c3cccc(C(F)(F)F)c3)C2=O)cc(OC)c1OC	i	0.12	65
O=S(=O)(c1ccc(F)c(Cl)c1)N1CCN(c2ccc3nncn3n2)CC1	i	0.05	38
CCC(=O)NCCc1nc2ccccc2n1Cc1ccc(Cl)cc1	i	0.034	45
CCOC(=O)C1=C(CS(=O)(=O)c2ccc(F)cc2)NC(=O)NC1c1ccc(OC)cc1OC (centres undefined)	i	0.094	58
CCOC(=O)CCn1c(=O)c2c(nc3n(-c4ccccc4)c(C)c(C)n23)n(C)c1=O	i	0.11	62
COCCNC(=O)c1snc(C(=O)NC(C)C)c1N	i	0.093	53
CCOC(=O)c1sc(-c2ccc(OC)cc2)cc1N	i	0.07	33
CSc1nnc(NC(=O)c2ccc(Cl)c(S(=O)(=O)N3CCOCC3)c2)s1	i	0.08	68
CCn1c(=NC(=O)c2cccc(S(=O)(=O)C(C)C)c2)sc2cc3c(cc21)OCCO3	i	0.058	45
CCOC(=O)N1CCN(C(=O)CN2CCC(c3nnc(C(C)C)o3)CC2)CC1	i	0.09	62
COc1ccc(F)cc1S(=O)(=O)N1CCCCCC1	i	0.044	55
Cc1c(C)n2c3c(=O)n(CC(=O)OCc4ccccc4)c(=O)n(C)c3nc2n1C(C)C	i	0.077	75
N#CCN(c1ccc(F)cc1)S(=O)(=O)c1ccc2nncn2c1	i	0.092	54
COc1cccc(NC(=O)Nc2ccc(Nc3ccc(-n4nc(C)c(C)c4C)nn3)cc2)c1	i	0.055	36
O=C(NCC1(c2ccccc2)CCOCC1)Nc1ccccc1Cl	i	0.05	60
COc1ccc(C)cc1S(=O)(=O)NCC(c1ccc(F)cc1)N1CCOCC1 (centres undefined)	i	0.067	59
CCCCS(=O)(=O)NCC1CCN(C(=O)OC)CC1	i	0.067	64
CCOc1cccc2cc(C(=O)NCCNC(=O)c3ccc(NC(C)=O)cc3)c(=O)oc12	i	0.051	28
Cc1ccccc1-n1nnnc1SCC(=O)Nc1nccs1	i	0.07&0.042	52&91
O=C(Nc1ccc2nccnc2c1)c1csc2c1CCCC2	+	0.19*	49*
Cc1ccc(S(=O)(=O)N2CCCC(C(=O)Nc3cc(C)nn3C(C)C)C2)cc1 (centres undefined)	i	0.084	50
O=C(/C=C/c1ccco1)NCCCS(=O)(=O)N1CCN(c2ccccc2)CC1	i	0.11	61
COc1cccc(C2C(C(=O)OC(C)C)=C(C)Nc3ncnn32)c1 (centres undefined)	i	0.084	86
Next part:
SMILES	GluA2 TARP mod	GluA2 TARP mod agonism max-min	GluA2 TARP mod glutamate slope
CCOC(=O)C1=C(CS(=O)(=O)c2ccc(F)cc2)NC(=O)NC1c1ccc(O)c(OC)c1 (centres undefined)	i	0.095	61
Cc1ccccc1-n1nnnc1SCC(=O)NC(C)C	i	0.058&0.035	50&106
COc1ccccc1C1(CNS(=O)(=O)c2cc(F)cc(F)c2)CCOCC1	i	0.11	63
Cc1ccc(-n2ncc3c(=O)n(NC(=O)COc4ccc(C(C)C)cc4)cnc32)cc1	i	0.097	71
O=[N+]([O-])c1ccc(Nc2ccc(S(=O)(=O)Nc3nccs3)cc2)c([N+](=O)[O-])c1	i	0.053	47
Cn1nnc2c(=O)n(CC(=O)OCc3ccccc3)cnc21	i	0.098	66
CCOc1ccc(S(=O)(=O)Nc2cc(Cl)ccc2O)c2ccccc12	i	0.1	46
C=CCOc1ccc(/C(O)=C2\C(=O)C(=O)N(CCN(CC)CC)C2c2ccccn2)cc1 (centres undefined)	i	0.12	56
Cc1ccccc1S(=O)(=O)NC1(c2nc(-c3cnccn3)no2)CCCCC1	i	0.092	51
CSCCn1c(=NC(=O)c2cc(C)no2)sc2cc3c(cc21)OCCO3	+	0.2*	63*
Cc1cccc(-c2noc(C3CC(=O)N(c4cccc(Cl)c4)C3)n2)c1 (centres undefined)	i	0.089	70
Cn1c(=O)c(C(=O)NCc2cccs2)cc2cccnc21	i	0.13	53
Cc1cc(C)c2c(=O)[nH]c(SCC(=O)N3CCCCC3)nc2n1	i	0.12	39
COc1cccc(NC(=O)NCC2CCN(c3ccccn3)CC2)c1OC	i	0.11	52
CC(=O)C(C)n1c(=O)c2c(nc3n(-c4ccc(C)cc4C)c(C)c(C)n23)n(C)c1=O (centres undefined)	i	0.076	63
COc1cccc(C(=O)NCCS(=O)(=O)NC2CCCC2)c1	i	0.11	64
COc1ccc(CNC(=O)c2snc(C(=O)N3CCCC3)c2N)cc1	i	0.091	56
Cc1ccc(NC(=O)CSC2=NC3(CCCC3)Nc3ccccc32)c(Cl)c1	i	0.11	59
COc1cccc2sc(N(CCN(C)C)C(=O)c3cc(C)n(C)n3)nc12	+	0.16*	53*
CCOc1ccc(CCNC(=O)c2c(O)c3ccccc3[nH]c2=O)cc1OCC	i	0.038	50
Cc1ccnc(Nc2ccc(NCCNC(=O)Nc3ccc(F)cc3)nn2)c1	i	0.088	34
COc1cccc(C(CNC(=O)CCc2ccccc2)N2CCOCC2)c1 (centres undefined)	i	0.034	34
O=C(CCc1csc(NC(=O)c2cccs2)n1)NCCCc1ccccc1	i	0.098	63
CCOCCn1c(N2CCN(CC(=O)OCC)CC2)nc2c1c(=O)[nH]c(=O)n2C	i	0.07	29
COc1cc(OC)cc(C(=O)Nc2cccc(-n3c(C)nc4ccccc4c3=O)c2)c1	i	0.07	11
Cc1nn(C2CCS(=O)(=O)C2)c2nc(-c3ccco3)cc(C(=O)Nc3ccc(C(C)C)cc3)c12 (centres undefined)	i	0.04	27
COc1cc(NC(=O)c2cc(C)cc(C)c2)ccc1N1CCCC1=O	i	0.093	45

7 compounds out of the list, ordered by molecular weight, smallest number first:
SMILES	GluA2 TARP mod	GluA2 TARP mod agonism max-min	GluA2 TARP mod glutamate slope
CCOC(=O)c1sc(-c2ccc(OC)cc2)cc1N	i	0.07	33
Cc1ccc2oc(-c3ccccc3C(=O)O)cc(=O)c2c1	i	0.037	48
COc1ccc(F)cc1S(=O)(=O)N1CCCCCC1	i	0.044	55
CCC(=O)NCCc1nc2ccccc2n1Cc1ccc(Cl)cc1	i	0.034	45
CS(=O)(=O)N1CCN(Cc2nnnn2-c2ccc(Cl)cc2)CC1	i	0.093	59
Cc1ccccc1-c1ccc(N2CCN(C(=O)c3cccs3)CC2)nn1	i	0.022	38
O=C(NCC(O)(c1cccs1)C1CC1)C(=O)Nc1ccc(OC(F)(F)F)cc1 (centres undefined)	i	0.097	54

In the list so far, 5 contain an NH in an aromatic ring:
SMILES	GluA2 TARP mod	GluA2 TARP mod agonism max-min	GluA2 TARP mod glutamate slope
CCOC(=O)c1c(NCc2ccc3c(c2)OCO3)c2cccc(C)c2[nH]c1=O	i	0.071	72
COc1ccccc1N1CCN(C(=O)CCCCn2c(=O)[nH]c3ccccc3c2=O)CC1	i	0.092	57
Cc1cc(C)c2c(=O)[nH]c(SCC(=O)N3CCCCC3)nc2n1	i	0.12	39
CCOc1ccc(CCNC(=O)c2c(O)c3ccccc3[nH]c2=O)cc1OCC	i	0.038	50
CCOCCn1c(N2CCN(CC(=O)OCC)CC2)nc2c1c(=O)[nH]c(=O)n2C	i	0.07	29

A portion of the library. The share of hits here may be higher or lower than overall.
